# NPY Y1 blocker = NPY-Y1 (human) receptor antagonism | P25929 | actives 1% (n = 200,000) | inhibition, % at 3.6 µM | HEK293-CNG Y1 cells, membrane potential fluorescence; NPY at EC95, then isoproterenol | AID 1040;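 active means inhibition above the campaign mean inhibition of all tested compounds plus 3 SD, cut at about 20% in these data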;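 further: 0% = DMSO wells given NPY plus isoproterenol and 100% = isoproterenol alone without NPY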
#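 Material: HEK293 cells co-expressing NPY Y1 receptor and cyclic-nucleotide gated channel. Timing: compound incubation 1 h at room temperature, readout 45 min post-stimulation. Signal: fluorescence, membrane potential probe.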
# p97 inhibitor = blocks human p97 ATPase activity; AID 1481; P55072; inhibition, % at 8 µM; actives 0.42% (n = 220,000); recombinant p97 ATPase, Kinase-Glo ATP luminescence, 3 h; in the data active means inhibition above about 15%;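 further: 0% = DMSO vehicle and 100% = wells lacking enzyme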
# Target sequence (P55072 whole entry, looked up): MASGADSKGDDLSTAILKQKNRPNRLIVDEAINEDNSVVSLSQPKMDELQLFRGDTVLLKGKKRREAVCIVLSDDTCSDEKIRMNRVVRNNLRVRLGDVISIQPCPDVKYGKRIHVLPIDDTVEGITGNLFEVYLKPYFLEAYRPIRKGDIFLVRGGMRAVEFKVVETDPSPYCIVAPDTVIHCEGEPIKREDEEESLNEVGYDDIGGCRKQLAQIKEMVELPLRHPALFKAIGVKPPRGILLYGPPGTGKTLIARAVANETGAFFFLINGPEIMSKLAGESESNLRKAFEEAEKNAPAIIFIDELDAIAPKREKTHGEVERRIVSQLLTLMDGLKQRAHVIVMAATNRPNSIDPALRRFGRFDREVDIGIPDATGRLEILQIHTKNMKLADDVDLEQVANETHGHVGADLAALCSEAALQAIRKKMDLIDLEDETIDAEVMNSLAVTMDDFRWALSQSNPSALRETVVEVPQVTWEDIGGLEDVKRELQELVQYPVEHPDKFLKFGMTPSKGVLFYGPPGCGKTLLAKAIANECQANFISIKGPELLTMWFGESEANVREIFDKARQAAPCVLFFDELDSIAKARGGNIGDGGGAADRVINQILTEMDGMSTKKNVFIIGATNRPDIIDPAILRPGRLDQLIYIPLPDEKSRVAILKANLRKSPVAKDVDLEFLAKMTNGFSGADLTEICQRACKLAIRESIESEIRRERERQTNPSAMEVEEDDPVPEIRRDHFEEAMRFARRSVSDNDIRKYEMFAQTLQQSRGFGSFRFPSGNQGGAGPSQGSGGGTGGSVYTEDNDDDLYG
# EP2 mod = modulates human prostaglandin E2 receptor EP2 signaling | EP2-expressing cells, cAMP HTRF FRET, PGE2 co-stimulation | induction, % at 25 µM | actives 0.83% (n = 260,000);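 active means compounds whose cAMP rise, as percent of the full-agonist control response, exceeds 60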;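 further: rat C6 glioma line stably carrying human EP2 under a CMV promoter; the protocol text gives 20 µM as final concentration; 100% = response of wells given 1 µM PGE2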
# S1P4 antagonist = human S1P4 receptor antagonism; S1P4-expressing cells, antagonist mode, reporter read-out; O95977; actives 0.26% (n = 220,000); inhibition, % at 4.98 µM; in the data active means inhibition above about 29%;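 further: 0% = wells stimulated with agonist and 100% = vehicle wells without agonist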
# NPY-Y1 PAM-ag = human NPY-Y1 potentiation or agonism, primary screen; P25929; NPY-Y1 expressing cells, potentiator/agonist activation; activation, % at 3.6 µM; actives 0.37% (n = 220,000); AID 1304; in the data active means activation above about 33%, passing the limit was not always enough;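 further: cells stimulated with NPY at EC10 then isoproterenol at EC100; 0% = low agonist plus stimulus and 100% = saturating agonist plus stimulus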
# NPY-Y2 PAM-ag = potentiates or activates human NPY-Y2 receptor; actives 0.45% (n = 220,000); activation, % at 3.6 µM; P49146; AID 1359; cells expressing NPY-Y2, potentiator/agonist read-out; in the data active means activation above about 27%;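 further: cells stimulated with NPY near EC25 plus isoproterenol at EC100; 0% = vehicle plus submaximal agonist and 100% = vehicle plus saturating agonist; some results beyond the cut were filed as inactive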
# S1P4 agonist = agonists of human S1P4 receptor; O95977; S1P4-expressing cell line, agonist reporter assay; activation, % at 4.98 µM; actives 0.35% (n = 220,000); AID 1509; in the data active means activation above about 11%;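 further: 0% = DMSO vehicle and 100% = reference agonist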
# eIF4E 4G PPI = inhibitors of eIF4E and eIF4G interaction in translation initiation; actives 0.37% (n = 220,000); AID 782; inhibition, % at 21.7 µM; P63073+Q04637; TR-FRET eIF4E-eIF4GI(517-606) binding, 2 h;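 active means inhibition above about 30%, limit read from the data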;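 further: 0% = full FRET control wells and 100% = background wells lacking eIF4GI fragment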
# PGE2 EP2 inh = EP2 receptor (human) inhibition | C6 glioma cells expressing human EP2, cAMP TR-FRET; cells stimulated with saturating PGE2 | P43116 | inhibition, % at 25 µM | actives 0.52% (n = 260,000) | AID 1422;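 active means percent inhibition above 40 after rounding to a whole number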;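 further: rat C6 glioma host cells with rolipram phosphodiesterase inhibitor present; the protocol text gives 20 µM as final concentration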
# An asterisk follows results filed as active; · = not tested or not shown; & = joins results of further samples; [ ] = another dose, or the depositor's remark. Only part of the results is shown; count on the stated rates, not on these rows.
canonical_smiles | NPY Y1 blocker | p97 inhibitor | EP2 mod | S1P4 antagonist | NPY-Y1 PAM-ag | NPY-Y2 PAM-ag | S1P4 agonist | eIF4E 4G PPI | PGE2 EP2 inh
CC(C)(C)NC(=O)CN(Cc1cccs1)C(=O)CNS(=O)(=O)c1ccc(F)cc1 | 0 | 4 | 39 | 1 | 3 | -3 | -1.0 | 5 | 8
CCCCOC(=O)CSc1nnc(-c2ccc(Cl)cc2Cl)o1 | 4 | -14 | 9 | -13 | -18 | -15 | -0.1 | 4 | 19
COc1ccc(N2CCN(CC(=O)Nc3nnc(-c4ccccc4)s3)CC2)cc1 | 8 | 1 | -5&-18 | -3 | -15 | -7 | 0.3 | -3 | 6&14
CSc1nnc2c3cc(C)ccc3n(Cc3ccccc3)c2n1 | 5 | -2 | 37 | -7 | -15 | 5 | 0.0 | 0[fluorescence artefact?] | 10
COC(=O)C(C(=O)OC)c1ccc(N)cc1 | 4 | 1 | -19 | -9 | -1 | -7 | 0.2 | -2 | 4
O=C(CNc1ccc(F)cc1F)NC(=O)NCc1ccco1 | · | -1 | 2 | -6 | -2 | -8 | 0.6 | 4 | 6
O=C(O)Cc1ccc(Oc2ncc(C(F)(F)F)cc2Cl)cc1 | 2 | 3 | 35 | 1 | -5 | -6 | 0.2 | 3 | 5
Fc1ccccc1C(c1nnnn1C1CCCC1)N1CCN(Cc2ccccc2)CC1 (configuration not stated) | 11 | -4 | 18 | -20 | 2 | -8 | -1.7 | 7[fluorescence artefact?] | ·
CCOCC(=O)Nc1cc(C(=O)Nc2cc(C)cc(C)c2)ccc1Cl | 8 | -5 | -16 | -5 | -5 | -10 | 0.6 | -1 | 4
CC(=O)NC1=NC(=O)C(C)S1 (configuration not stated) | -4 | -3 | 25 | -1 | 9 | -39 | -0.9 | -6 | 9
CC(C)CC[n+]1ccn(-c2nc3ccccc3nc2[N-]S(=O)(=O)c2ccc(Cl)cc2)c1 | · | 0 | 20 | -8 | 11 | 8 | 0.7 | -2 | 13
Cc1ccc(SC(C)C(=O)NCCC2=CCCCC2)cc1 (configuration not stated) | 9 | -7 | 7 | -11 | -26 | -16 | 1.2 | 1[fluorescence artefact?] | 10
CC(Oc1ccccc1)C(=O)Nc1cccc(-c2nc3ccccc3[nH]2)c1 (configuration not stated) | 6 | 3 | -11 | -18 | -15 | 3 | -0.6 | -9 | 15
O=C(NCCSc1ccccc1)c1ccccc1 | -4 | 4 | 1 | -1 | -16 | 13 | -3.3 | 1 | 27
O=C(Cc1ccccc1)Nc1nnc(-c2ccco2)s1 | -1 | -1 | 7 | 13 | -8 | 3 | 0.0 | -5 | 22
O=C(Nc1ccc2c(c1)OCO2)c1ccc(S(=O)(=O)N2CCCC2)cc1 | -1 | 1 | -36 | -9 | 11 | 1 | -0.2 | -3 | 3
CCOC(=O)N1CCN(S(=O)(=O)c2c(C)nn(C)c2C)CC1 | 2 | 9 | 25 | -1 | 5 | 12 | 0.3 | -11[fluorescence artefact?] | 18
COc1ccc(C2CC(c3ccccc3)=NN2C(=O)CSc2nccc(=O)[nH]2)cc1 (configuration not stated) | -3 | -2 | 25 | -25 | 0 | -6 | 0.1 | 3[fluorescence artefact?] | 7
O=C(Cc1c(O)c2ccccc2[nH]c1=O)NCc1ccccc1 | -1 | 1 | -12 | -6 | 9 | -5 | -0.3 | -1 | 11
Nc1c2c(nc3sc4c(c13)CCCC4)CCCCCC2 | 7 | 4 | -51 | 3 | -10 | 0 | -1.1 | -3 | 12
Cc1ccc(Nc2nnc(SCC(=O)Nc3cccnc3Cl)s2)cc1C | 3 | -11 | -56 | 1 | -13 | 12 | -0.7 | 2 | 11
COc1ccccc1Nc1nc(-c2cccc(N3C(=O)c4ccccc4C3=O)c2)cs1 | 0 | 4 | 16 | -10 | -4 | 8 | 0.4 | 20 | 7
CCc1ccccc1NC(=O)c1noc(C(C)C)c1[N+](=O)[O-] | 7 | 5 | -33 | -16 | 0 | -2 | 0.1 | 2 | 1
Cc1ccccc1Cn1nc(C)c(NC(=O)c2cc(-c3cccs3)on2)c1C | -2 | -1 | -14 | 5 | -2 | 2 | -1.8 | -2 | 3
Clc1ccc(-c2cn3cccnc3n2)cc1Cl | 8 | 5 | -14 | -3 | 18 | -4 | -1.4 | 5 | 15
CCN(CC)S(=O)(=O)c1cc(C(=O)O)ccc1Cl | 2 | 0 | 20 | -16 | -30 | -2 | 0.1 | 10[fluorescence artefact?] | 7
C#CCOCCOCCOCCNc1nc(N2CCN(C(=O)C([C@@H](C)CC)n3cc(C(N)CC(C)C)nn3)CC2)nc(N2CCN(C(=O)[C@H](CCC(=O)O)n3cc(C(N)Cc4ccc(O)cc4)nn3)CC2)n1 (some centres not stated) | -1 | 4 | -2 | 0 | 13 | -2 | -0.8 | 1 | 1
Cc1nc2sc(C(c3cccc(F)c3)N3CCC(C)CC3)c(O)n2n1 (configuration not stated) | 1 | 2 | 8 | -3 | -8 | 4 | 1.9 | 3 | 20
CCOc1ccc2cc(S(=O)(=O)N3CCN(C)CC3)ccc2c1 | 1 | -1 | -22 | -16 | 5 | 6 | 0.7 | -2 | ·
CC(C)Oc1cccc(C(=O)C2CCCN(C(=O)c3ccnn3C)C2)c1 (configuration not stated) | 1 | 6 | -14 | -11 | 16 | 5 | 2.9 | -1 | 5
Cc1[nH]c2ccccc2c1/C=N\NC(=O)CNc1ccc2c(c1)OCO2 | 0 | 6 | -57 | -3 | 11 | 1 | 1.1 | -1 | 15
O=C1N(CC(=O)N2CCc3ccccc32)CCN1Cc1ccc(Cl)cc1 | -1 | 0 | -8 | 7 | -2 | -11 | -2.2 | -2 | 8
CC1Cc2cc(/C(O)=C3/C(=O)C(=O)N(CCCn4ccnc4)C3c3ccncc3)ccc2O1 (configuration not stated) | 9 | 3 | 6 | -21 | -10 | 9 | -2.6 | -4 | 6
COc1cccc(OCc2cc(/C=N/n3cncn3)ccc2OC)c1 | · | 3 | 0 | 3 | 1 | -34 | -0.7 | -1 | 4
COc1ccc(-c2csc(NC(=O)CC(C)C)n2)cc1 | 16 | -3 | -75 | -9 | -38 | 0 | -0.3 | -4[fluorescence artefact?] | 7
COc1ccc(NC(=S)Nc2ccc(S(N)(=O)=O)cc2)c(OC)c1 | -2 | 5 | -77 | -3 | 10 | -14 | 0.6 | -2 | 7
Cn1cc(Br)c(C(=O)NC(=S)Nc2ccc(S(N)(=O)=O)cc2)n1 | 6 | -4 | -15&-10 | -2 | 6 | -16 | -1.6 | 1 | 15&9
Cc1ccc(S(=O)(=O)N(CC(=O)NCC2CCCO2)c2cccc([N+](=O)[O-])c2)cc1 (configuration not stated) | -2 | -4 | 0 | 6 | 7 | 2 | 0.8 | 4 | 2
CN(C)C(=C(C#N)C#N)N1CCN(c2ccc(Cl)c(Cl)c2)CC1 | -3 | -1 | -31 | 7 | 33 | -14 | 0.7 | -2 | 11
COC(=O)CSc1nc(C)c(C(C)=O)cc1C#N | -1 | 4 | 21 | -12 | 2 | 1 | 1.2 | 2 | 5
Cc1cc(Cl)c(S(=O)(=O)NCc2ccccc2)cc1OCC(N)=O | -2 | 3 | 14 | -7 | -12 | -4 | 0.7 | -8 | 5
Nc1c(Cl)cc2c(c1Oc1ccccc1)C(=O)c1ccccc1C2=O | 6 | 2 | 23 | -5 | -19 | -15 | 1.3 | -7[fluorescence artefact?] | 12
O=c1c2ccccc2nc(SCc2cc(=O)n3ccsc3n2)n1CCCO | 5 | 6 | 25 | -9 | -37 | 2 | -3.1 | 2 | 18
CCn1c(-c2ccccc2)csc1=Nc1ccc(O)cc1 | -4 | 1 | 31 | -11 | 3 | 9 | -2.1 | 6 | 5
COc1ccc(NC(=O)C2CCCN2C(=O)NCc2ccccc2)c(OC)c1 (configuration not stated) | 3 | -2 | 9 | 1 | 3 | 11 | 0.9 | 6 | 7
Cc1onc(-c2ccccc2Cl)c1C(=O)O/N=C(\N)c1ccc([N+](=O)[O-])o1 | · | 9 | -20 | 8 | 13 | 2 | 0.4 | 2 | 13
CCOC(=O)Cn1cnc2c(nnn2-c2ccc(OC)cc2)c1=O | -4 | 4 | 5 | -14 | -4 | -1 | 2.2 | -19 | 6
COC(=O)c1c(NC(=O)c2ccco2)sc2c1CCC2 | 4 | -4 | 33 | -13 | -18 | 9 | 1.7 | 1 | 16
O=C(CCN1C(=O)COc2ccccc21)NCCC1=CCCCC1 | -4 | 4 | 6 | -9 | -6 | -3 | -1.0 | 8 | 20
Cc1cc(C)c(C#N)c(SCC(=O)Nc2ccc(S(=O)(=O)Nc3onc(C)c3C)cc2)n1 | 7 | 4 | 7 | 0 | -11 | -4 | 0.1 | -2 | 11

# Remaining list, next part
# Results follow in this order: NPY Y1 blocker	p97 inhibitor	EP2 mod	S1P4 antagonist	NPY-Y1 PAM-ag	NPY-Y2 PAM-ag	S1P4 agonist	eIF4E 4G PPI	PGE2 EP2 inh
O=C(CCCn1c(=S)[nH]c2ccccc2c1=O)NC1CCCCC1
→ -1	3	-11	-17	-12	-4	3.0	-1	9
CCOC(=O)c1oc2ccccc2c1NC(=O)c1ccc(S(=O)(=O)N(C)C)cc1
→ 0	-6	1	5	-5	-4	-2.4	-8	8
CC(NC(=O)CCc1nnc(-c2ccc(-c3ccccc3)cc2)o1)c1nccs1 (configuration not stated)
→ -1	-2	-69	0	-8	-5	-0.8	-6	4
COc1ccc(-n2nc([N+](=O)[O-])c(=NCCc3ccc(C)cc3)n2O)cc1
→ 3	0	-18	-2	-10	-7	0.1	4	5
C/C(CC1CC(C)OC1=O)=N\NC(N)=S (configuration not stated)
→ 9	4	4	-4	2	5	0.2	-4[fluorescence artefact?]	13
CCN(CC)CC(=O)N1N=C(c2cccs2)CC1c1ccco1 (configuration not stated)
→ 0	1	1	-29	-12	-7	-0.4	-3	7
COc1ccc(N2C(N)=C(C#N)C(c3cccnc3)C3=C2CC(C)(C)CC3=O)cc1 (configuration not stated)
→ -2	3	14	-6	6	-1	1.2	1	12
Cc1cc(C)n2nc(SCCOc3ccc(F)cc3)nc2n1
→ 1	0	3	1	-10	-9	0.2	-2	10
O=C(CSc1nnc(-c2ccncc2)n1Cc1ccco1)OC1CCCCC1
→ 5	2	1	-8	-10	-7	0.9	7	6
O=C(NNC(=O)C1CCCCC1)c1ccc(Br)cc1
→ -1	3	14	0	7	-5	0.8	1	9
COc1ccc(C(=O)N2CCCC(c3nc(-c4cccs4)no3)C2)cc1 (configuration not stated)
→ 7	1	-18	5	-18	-3	2.6	3	8

# Five records picked at random from the list so far:
# Results follow in this order: NPY Y1 blocker	p97 inhibitor	EP2 mod	S1P4 antagonist	NPY-Y1 PAM-ag	NPY-Y2 PAM-ag	S1P4 agonist	eIF4E 4G PPI	PGE2 EP2 inh
COc1cccc(OCc2cc(/C=N/n3cncn3)ccc2OC)c1
→ ·	3	0	3	1	-34	-0.7	-1	4
CCN(CC)S(=O)(=O)c1cc(C(=O)O)ccc1Cl
→ 2	0	20	-16	-30	-2	0.1	10[fluorescence artefact?]	7
CCOC(=O)N1CCN(S(=O)(=O)c2c(C)nn(C)c2C)CC1
→ 2	9	25	-1	5	12	0.3	-11[fluorescence artefact?]	18
Fc1ccccc1C(c1nnnn1C1CCCC1)N1CCN(Cc2ccccc2)CC1 (configuration not stated)
→ 11	-4	18	-20	2	-8	-1.7	7[fluorescence artefact?]	·
CCn1c(-c2ccccc2)csc1=Nc1ccc(O)cc1
→ -4	1	31	-11	3	9	-2.1	6	5
